# ALOX12 inh – Primary qHTS assay for inhibitors of human arachidonate 12S-lipoxygenase (ALOX12): Round 2; purified 12hLO, xylenol orange hydroperoxide absorbance; 580,000 compounds, 1.1% hits; Potency, µM (top dose mostly 108 µM), for the others: at the highest dose activity change, negative = inhibition, usual class: inhibitors; AID 1671190, 2021; Polyunsaturated fatty acid lipoxygenase ALOX12 (Homo sapiens), P18054; active = well fitted inhibition curve with a large enough effect; inconclusive = small, poorly fitted or top-dose-only effect, or another doubt; inactive = no such curve, though single readings can be large or run the other way
# Target sequence (P18054 whole entry, looked up): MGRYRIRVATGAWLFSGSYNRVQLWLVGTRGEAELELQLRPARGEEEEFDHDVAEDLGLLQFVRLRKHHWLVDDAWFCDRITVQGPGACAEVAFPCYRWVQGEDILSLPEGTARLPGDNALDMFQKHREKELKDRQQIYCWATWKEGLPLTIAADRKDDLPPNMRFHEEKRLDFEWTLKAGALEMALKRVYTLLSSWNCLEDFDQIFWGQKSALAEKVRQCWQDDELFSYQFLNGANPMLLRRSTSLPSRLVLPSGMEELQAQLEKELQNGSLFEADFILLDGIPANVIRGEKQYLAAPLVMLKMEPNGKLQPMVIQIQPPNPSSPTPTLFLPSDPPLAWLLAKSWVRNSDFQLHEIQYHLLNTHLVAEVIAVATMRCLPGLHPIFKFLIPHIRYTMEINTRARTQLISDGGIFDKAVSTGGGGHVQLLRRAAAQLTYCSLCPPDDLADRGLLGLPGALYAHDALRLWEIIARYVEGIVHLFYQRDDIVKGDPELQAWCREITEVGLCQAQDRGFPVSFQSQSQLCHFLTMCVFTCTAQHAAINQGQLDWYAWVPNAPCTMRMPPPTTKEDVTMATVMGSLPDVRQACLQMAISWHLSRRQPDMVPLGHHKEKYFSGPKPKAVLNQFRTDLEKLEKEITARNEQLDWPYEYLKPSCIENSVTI
#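 Hydroperoxide product was detected by ferrous iron/xylenol orange as the 573 to 405 nm absorbance ratio. Arachidonic acid at 40 uM (final) was turned over for 30 min at room temperature by 150 nM human 12hLO, pH 7.0 Hepes buffer, after 15 min compound preincubation.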
# An asterisk follows results filed as active; ? = inconclusive; [ ] = dose if it differs, or a comment. % is set by controls: 0 for no effect and ±100 for the full control effect; potency is the fitted concentration of half-maximal effect. A portion of the library; the hit share may differ from the screen's.
SMILES | ALOX12 inh
Cc1cc(=O)n(CC(=O)Nc2ccc(C)c(Cl)c2)c(N2CCc3ccccc3C2)n1 | 4%
COc1ccc(C(=O)OCc2nc(-c3ccc(F)cc3)no2)cc1S(=O)(=O)N1CCCC1 | -39%
COc1ccc(C)cc1NC(=O)Cn1nc(C(N)=O)c2ccccc2c1=O | 0%
CCOC(=O)CCNC(=O)C1=CN2CCN(Cc3ccccc3C)C(=O)N=C2O1 | 26%
CC(C)n1ncc2c(C(=O)Nc3ccccc3)c3c(nc21)CCC3 | -1%
CCOc1cccc(CN2C[C@@H](CO)[C@H](C3CCN(C(C)=O)CC3)C2)c1 | 65%[activator]
CCC1(C)C(C#N)C(=O)NC(=O)C1C#N (stereo not drawn) | 4%
COC(=O)CNC(=O)C1c2ccccc2C(=O)N(CC(C)C)C12CCCCC2 (stereo not drawn) | 43%[activator]
COCCNC(=O)[C@H]1C[C@H](Oc2cccnc2)CN1C(=O)c1ccccc1 | 32%[activator]
CCOc1ccc(C(=O)N2CCC[C@H]2c2nc(-c3ccccc3)no2)cc1OCC | 14%
O=C(Cn1nc(-c2ccc(F)cc2)ccc1=O)NCc1cccnc1 | 29%
CN(Cc1ccccc1)C(=O)Nc1ccc2oc(C3CC3)nc2c1 | -52%

# Further results:
SMILES | ALOX12 inh
CCN1c2cc(C(=O)Nc3cccc(C#N)c3)ccc2C(=O)N2CCCCC21 (stereo not drawn) | 5%
Cc1ccc(N2C(=O)N(Cc3ccccc3)c3ccccc3S2(=O)=O)c(C)c1 | 4%
ClC(Cl)(Cl)C1=NCc2nnn(Cc3ccccc3)c2N1 | ?
COc1ccc(-c2noc([C@@H]3C[C@H](NCc4ccc(F)cc4)CN3C)n2)cc1 | 95%[activator][176 µM]
CN(CCCC(=O)OC(C)(C)C)C(=O)c1ccccc1Cl | 6%
COc1ccc2c3c([nH]c2c1)[C@@H](CO)N(Cc1ccccc1)CC31CN(C(=O)Cc2ccccc2)C1 | 5µM*
N#Cc1ccc(CN2CCCC3(C2)NC(=O)c2ccccc2O3)cc1 (stereo not drawn) | 35%[activator][176 µM]
CC(C)N1C[C@H](O)C[C@H]1c1nnc2n1CCN(C(=O)CCc1c[nH]c3ccccc13)CC2 | 156%[activator]
CC(C)C[C@@H]1N[C@H](C(=O)NCc2ccco2)Cc2cn(Cc3nccn3C)c3cccc1c23 | 104%[activator]
Cc1csc(NC(=O)CSc2c3c(nc4cc(Cl)ccc24)CCCC3)n1 | ?
CC(=O)c1cccc(NC(=O)CCSC2CCc3ccccc3NC2=O)c1 (stereo not drawn) | 28%
O=C(c1ccccn1)N1CCC2(CNc3ccccc3[S+](=O)([O-])N2)C1 (stereo not drawn) | -3%

# Overlap with the part before: 4 entries; new compounds follow.
SMILES | ALOX12 inh
CC(C)C[C@@H]1N[C@H](C(=O)NCc2ccco2)Cc2cn(Cc3nccn3C)c3cccc1c23 | 104%[activator]
Cc1csc(NC(=O)CSc2c3c(nc4cc(Cl)ccc24)CCCC3)n1 | ?
CC(=O)c1cccc(NC(=O)CCSC2CCc3ccccc3NC2=O)c1 (stereo not drawn) | 28%
O=C(c1ccccn1)N1CCC2(CNc3ccccc3[S+](=O)([O-])N2)C1 (stereo not drawn) | -3%
CCN1CCN(c2ccc(NC(=O)c3cccc(S(=O)(=O)NCc4ccco4)c3)cc2)CC1 | 7%
O=C(c1ccccc1F)N1CCC(n2c(=O)[nH]c3ccccc32)CC1 | -15%[176 µM]
COCCn1c(=O)c2c(n1Cc1ccccc1)CN(C(=O)COc1ccccc1)CC2 | 10%[176 µM]
Cc1noc2c(NCCc3ccccn3)cc(-c3ccccc3)nc12 | -21%[176 µM]
COc1ccc(OCC(=O)NC2CCCN(c3ncccn3)C2)cc1 (stereo not drawn) | 5%
Cc1noc(-c2cccc(F)c2)c1C(=O)NCCSCc1ccccc1 | ?
NS(=O)(=O)c1ccc(Nc2ccc([N+](=O)[O-])cc2[N+](=O)[O-])cc1 | -23%
Clc1ccc(-c2cnc3n2C[C@H](CNCc2ccc4c(c2)OCO4)OC3)cc1 | 40µM*
CC(C)N(c1ccccc1)c1ccc(NC(=O)c2cc(=O)c3ccccc3o2)cc1 | -8%
COc1cc(CNC(=O)c2cnc3c(c2)N(C(=O)Cc2ccc(C(C)C)cc2)CCC3)cc(OC)c1 | 0%
O=C(c1ncn[nH]1)N1C[C@@H](COCC2CC2)[C@H](c2ccccn2)C1 | 10%
Cc1ccc2c(=O)cc(C(=O)N(Cc3ccc(C(C)C)cc3)C3CCS(=O)(=O)C3)oc2c1C (stereo not drawn) | -30%

# Remaining list, next part
SMILES | ALOX12 inh
CCCN(C)c1nccnc1OC1CCN(C(=O)C2CC2)C1 (stereo not drawn) | 34%[activator]
COCCNC(=O)c1coc(COc2ccc3c(c2)C(c2ccc(F)cc2)N(C(=O)C(C)C)CC3)n1 (stereo not drawn) | 18%
CNC(=O)C[C@H]1C(=O)N(c2ccc(OC)cc2)C[C@@H]1C | 8%
COC(=O)CNC(=O)c1cc(-c2ccccc2OC)c2cnn(C)c2n1 | 10%[6.33 µM]
O=C(c1ccn(COc2ccccc2)n1)N1CCN(Cc2ccc(Cl)c(Cl)c2)CC1 | ?
CCn1ccc(C(=O)N2CCOc3ccc(CN4CCCCC4)cc3C2)n1 | 19%
CCN(CC)C(=O)C[C@@H]1CCNC[C@@H]1Cc1cc(-c2ccccc2)on1 | 13%[176 µM]
Cc1noc(C)c1CC(=O)N1CCCC1c1nc(C2CCOCC2)no1 (stereo not drawn) | -1%
Cc1cnc(NC(=O)CCc2ncc(-c3ccc(C)c(C)c3)o2)s1 | 4%
Cc1cccc(CC(=O)N2C[C@@H](CN3CCCN(C)CC3)[C@@H](CO)C2)c1 | 53%[activator]
Cc1ccc(N2CCN(C3C(=O)Nc4ccccc4-n4nnnc43)CC2)cc1 (stereo not drawn) | ?
CCCC1NC(=O)c2cc3ccccc3cc2-n2c1nc1cc(F)ccc1c2=O (stereo not drawn) | ?

# (list continues)
SMILES | ALOX12 inh
Cc1cccc(C(=O)N2CCN(CCNC(=O)C(=O)Nc3ccccc3)CC2)c1 | 1%
CCN(Cc1ccccc1)C(=O)c1cc2ccc(OC)cc2[nH]1 | -2%
Cc1cccc(C)c1NC(=O)C(C1CC1)n1c(=O)c(-c2ccccc2)nc2ccccc21 (stereo not drawn) | -16%
Cc1ccc(S(=O)(=O)N(C)C[C@@H]2OCc3ccccc3-c3c(n(C)c4ccccc34)C(=O)N([C@H](C)CO)C[C@@H]2C)cc1 | -12%
COc1cccc(NC(=O)N2CCCC(O)(CNS(C)(=O)=O)CC2)c1 (stereo not drawn) | -28%
C[C@@H]1CN([C@H](C)CO)C(=O)c2cc(C#CC3CC3)cnc2O[C@H]1CN(C)S(C)(=O)=O | ?
Cc1cccc(-c2cnc(C(O)Cc3ccccc3)[nH]2)c1 (stereo not drawn) | 19%
O=C(c1ccc(F)cc1)N1CC[C@H]2COC(=O)N2c2cc(F)ccc2C1 | 20%[176 µM]
O=C(Nc1cccc(F)c1)N1CCCCN2[C@H](CO)[C@H](c3ccc(C#Cc4cccnc4)cc3)[C@@H]2C1 | -11%
C=CCNC(=O)c1ccc(COc2ccc(Cl)cc2)cc1 | -10%
CN(CCCNC(=O)c1cccnc1)CC(F)(F)F | 16%
O=C1NCCN2CC3(CCN(S(=O)(=O)c4ccccc4)CC3)CC12 (stereo not drawn) | 100%[activator]

# The list continues.
SMILES | ALOX12 inh
Cc1cc(C)nc(NS(=O)(=O)c2ccc(NCN3C(=O)c4ccccc4C3=O)cc2)n1 | -7%
COc1ccc(C2=NOC3(CCCN(C(=O)c4ccc(C(F)(F)F)cc4)C3)C2)cc1 (stereo not drawn) | 7%[6.33 µM]
O=C(NC1CCCC1)C1(CCO)CCN(c2ncccn2)C1 (stereo not drawn) | 24%
COc1ccc(-c2cnc3n[nH]c(-c4sccc4C)c3n2)cc1 | -12%[176 µM]
CC(Oc1ccc2ccccc2c1)C(=O)N(C)Cc1ccc2nsnc2c1 (stereo not drawn) | 20%
Cc1nc(C)c(C(=O)N2CCCCCCNC(=O)[C@@H]3C[C@@H](c4nc(C(C)C)no4)C[C@@H]32)s1 | 20%
Cn1nc(C(=O)N2CC(C(=O)N3CCOCC3)Oc3ccccc32)c2ccccc2c1=O (stereo not drawn) | -29%
CCn1nccc1C(=O)N1C[C@@H](COC)[C@H](c2nc(C)no2)C1 | 7%
Cc1noc(C)c1-c1cc2c(c(-c3cnn(C)c3)c1)C(=O)N(C)C2 | -4%[176 µM]
O=C(c1cccc(S(=O)(=O)Nc2cc(C(F)(F)F)ccc2Cl)c1)N1CCC1 | 14%
O=C(Nc1ccc(-c2nnc3n2CCCC3)cc1)c1ccccc1F | 54%[activator]
CN(C)CC#CC(O)(c1ccccc1)C1(C)CCCC1 (stereo not drawn) | ?

# Next entries.
SMILES | ALOX12 inh
Cc1noc(-c2ccn3c(CNC(=O)c4ccc(F)c(Cl)c4)nnc3c2)n1 | 19%
N#Cc1nc(-c2ccc(S(=O)(=O)N3CCOCC3)cc2)oc1N1CCCCCC1 | 9%
Cc1cccc(NC(=O)Cn2c(=O)c(-c3noc(C)n3)c3n(c2=O)CCCC3)c1 | -8%
COc1cc(-c2noc(-c3ccc(S(=O)(=O)NC4CC4)o3)n2)ccc1OC(C)C | ?
COc1ccc(C(NC(=O)NCc2ccccc2)c2ccc(OC)cc2)cc1 | -2%
O=C1Cc2c(-c3ccccc3OCc3ccccc3)n[nH]c2CN1Cc1ccccc1 | 52%[activator][176 µM]
O=C1CCN(Cc2ccncc2)CCCC(C(=O)N2CCN(c3ccccn3)CC2)CCN1 (stereo not drawn) | 12%
COc1ccc(C(=O)Nc2ccc3sc(NC(=O)C(C)C)nc3c2)cc1OC | ?
Clc1cnccc1CN1CCNc2cnc(-c3ccccc3)cc2C1 | -2%[176 µM]
Cc1ccc(C)c(C(=O)Nc2ccc(-c3nc4ccc(C)cc4s3)cc2)c1 | -20%
CCCCC(=O)N(C)CC1CCOCC1 | 11%
CCC(=O)Nc1ccccc1C(C)(C)C | 0%

# Following part.
SMILES | ALOX12 inh
CCCCCC(=O)N1CC[C@@H](CC(=O)NCc2ccc(F)cc2)[C@@H](CC)C1 | 50%[activator][176 µM]
CCOCCOC(=O)c1nc2ccccc2nc1Nc1cccc(C)c1C | ?
CSc1ccc(CN2CCC(C)(Oc3cccc(C#N)c3)C2)cc1 (stereo not drawn) | ?
O=C(NCc1ccc2c(c1)OCO2)c1n[nH]nc1Nc1ccc(Cl)cc1 | 11%
CNC(=O)[C@@H]1CN(C(=O)c2cncn2C)C[C@H]1COC | 56%[activator]
COc1ccc(CN2CC3(CCN(S(=O)(=O)c4ccc(F)cc4)CC3)C2=O)cc1 | 23%
COc1cc(-c2ccnc3nc(CCC4CCCC4)nn23)cc(OC)c1OC | 17%
COc1ccc(-c2[nH]nc3ncc(-c4ccc(C)cc4)nc23)cc1F | 1%[176 µM]
Cc1ccc(S(=O)(=O)N2[C@H](CC(=O)c3cccs3)OC[C@@H]2C(C)C)cc1 | 1%
O=c1[nH]nc2n1CCN(Cc1ccc(F)c(F)c1)CC2 | 52%[activator]
O=C(NCCc1cccnc1)c1cnn(-c2ncc3c(n2)-c2ccccc2CC3)c1C1CC1 | 23%
CCn1cnnc1CC1CCN(C(=O)C2CCCCC2)C1 (stereo not drawn) | 32%[activator]

# Molecules listed so far containing an aryl thioether with sulfur outside any ring (2):
SMILES | ALOX12 inh
Cc1csc(NC(=O)CSc2c3c(nc4cc(Cl)ccc24)CCCC3)n1 | ?
CSc1ccc(CN2CCC(C)(Oc3cccc(C#N)c3)C2)cc1 (stereo not drawn) | ?

# (list continues)
SMILES | ALOX12 inh
COCCn1c(-n2nc(C)cc2C)nc2c1c(=O)n(Cc1cc(C)ccc1C)c(=O)n2C | ?
COC(=O)C1CCN(C(=O)CC[C@H]2CNC(=O)[C@@H]3[C@@H](CCN3Cc3cccs3)N2C)CC1 | 15%
O=C1Nc2ccccc2CC12CCN2Cc1cccc2ccccc12 (stereo not drawn) | -13%[176 µM]
CC1C/C(=N\NC(=O)C2CC2)CC(C)(C)C1 (stereo not drawn) | 10%
CC(C)C1=NOC2(CCCN(CC3CCCC3)C2)C1 (stereo not drawn) | 0%[12.5 µM]
O=C(O)Cn1ccc2cc(OCC3CCN(C(=O)COc4ccccc4)CC3)cnc21 | 9%[176 µM]
COc1ccc(-c2cc3ccc(OCCN4CCN(C)CC4)cc3oc2=O)cc1 | -12%
CN(C)C(=O)N1Cc2ccccc2OC2(CCN(C(=O)c3c[nH]c4ccccc34)CC2)C1 | 1%[6.33 µM]
CCCC12CN(C(=O)CC)CC(C)(CN(C(=O)CC)C1)C2=O | ?
CC(=O)Nc1ccc(CNC(=O)c2sccc2C)cc1 | -2%
CCn1nc(C(=O)N2CCN(CC(=O)NC3CC3)CC2)c2ccccc2c1=O | 17%
Cn1c(=O)c2c(nc(Oc3ccc(F)cc3F)n2Cc2ccccc2F)n(C)c1=O | 18%

# Going on with the list:
SMILES | ALOX12 inh
O=C(CN1C(=O)NC2(CCOCC2)C1=O)Nc1ccc2c(c1)CCC2 | -9%
O=C(NC1CCC1)c1c(OCC2CC2)cc(=O)n2c1CCOCC2 | 63%[activator]
OC1CC(c2cc(N3CCC(c4nc5ccccc5[nH]4)CC3)ncn2)C1 (stereo not drawn) | 14%
O=C(C[C@@H]1CC[C@H](NS(=O)(=O)c2ccccc2F)[C@@H](CO)O1)NCCCN1CCOCC1 | ?
CCc1c(C(=O)Nc2ccc3c(c2)Cc2ccccc2-3)cnn1-c1ccc(OC)nn1 | 9%
CC(C)C(=O)N1CCC(N2C[C@H](O)C[C@H]2C(=O)NC2CCCCC2)CC1 | 8%
COc1ccccc1-c1noc(CCCC(=O)Nc2ccc(S(=O)(=O)N3CCC(C)CC3)cc2)n1 | -2%
